Screening results (PubChem BioAssay)
CRFBP-R2 agonist = agonists of human CRF-binding protein/CRF-R2 receptor complex. actives 0.46% (n = 350,000). activation, % at 13.2 µM. HEK293 CRF-R2/CRF-BP, calcium dye fluorescence (FLIPR); percent of saturating CRF peptide response;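 active means activation of at least 50%, plus an integration ratio under a set limit after plate pattern correction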;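 further: plate controls were neutral control wells without compound for no effect and CRF at EC100 for full effect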
M4 ag = agonists of human muscarinic M4 receptor (CHRM4); AID 624127; P08173; actives 0.14% (n = 360,000); activation, % at 3 µM; CHO-K1 hM4/Gqi5, Fluo-8 calcium fluorescence; vehicle 0%, full acetylcholine response 100%;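 active means activation above the run mean over all test wells plus 3 SD, cut at about 32% in these data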;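 further: peak over basal fluorescence ratio per well then scaled between controls; 0% = DMSO wells and 100% = acetylcholine at EC100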
Target sequence (P08173 whole entry, looked up): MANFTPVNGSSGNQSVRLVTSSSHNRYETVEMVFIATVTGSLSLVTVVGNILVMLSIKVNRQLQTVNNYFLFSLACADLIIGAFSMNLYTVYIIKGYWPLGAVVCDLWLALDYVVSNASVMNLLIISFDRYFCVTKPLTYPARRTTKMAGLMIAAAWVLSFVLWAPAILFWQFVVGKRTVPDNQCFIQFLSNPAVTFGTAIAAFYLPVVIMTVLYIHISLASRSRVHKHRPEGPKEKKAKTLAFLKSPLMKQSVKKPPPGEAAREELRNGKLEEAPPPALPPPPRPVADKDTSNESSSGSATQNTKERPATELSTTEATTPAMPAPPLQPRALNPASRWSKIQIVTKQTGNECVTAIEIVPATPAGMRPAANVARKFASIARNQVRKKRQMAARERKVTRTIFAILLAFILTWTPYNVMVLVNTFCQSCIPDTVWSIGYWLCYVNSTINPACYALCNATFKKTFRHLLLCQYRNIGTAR
M4 PAM = positive allosteric modulators of human muscarinic M4 receptor; P08173; AID 624126; activation, % at 3 µM; actives 0.4% (n = 360,000); CHO-K1 hM4/Gqi5, Fluo-8 calcium fluorescence, ACh EC20; 0% = ACh EC20, 100% = maximal ACh;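 active means activation above its plate's cutoff, the mean activation of sample wells plus 3 SD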; further: some results filed as inactive read as strong as hits
CRFBP-R2 block = blocks CRF-induced signaling of the CRF-BP/CRF-R2 complex; AID 588475; actives 0.59% (n = 350,000); HEK293 CRF-R2/CRF-BP, CRF-induced calcium fluorescence; inhibition, % at 11.8 µM;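 active means inhibition of the ligand-induced calcium signal above about 50% at the single tested concentration, limit read from the data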
CHRM1 PAM = potentiates human M1 receptor response to acetylcholine. activation, % at 3 µM. CHO-K1 hM1, Fluo-8 calcium fluorescence, ACh EC20; 0% = ACh EC20, 100% = maximal ACh. P11229. actives 0.088% (n = 360,000). AID 588819; in the data active means activation above about 19%, passing the limit was not always enough
M4 antag = CHRM4 antagonism in calcium assay; P08173; CHO-hM4 cells, ACh EC80, Fluo-8 calcium fluorescence; inhibition, % at 3 µM; actives 0.73% (n = 360,000); AID 624125;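 active means inhibition above its plate's cutoff, the mean inhibition of sample wells plus 3 SD, cut at about 27% in these data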;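 further: 0% = acetylcholine EC80 with DMSO and 100% = DMSO without agonist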
M5 antag = antagonists of human muscarinic M5 receptor (CHRM5); P08912; CHO-hM5 cells, Fluo-8 calcium fluorescence, ACh EC80; inhibition, % at 3 µM; actives 0.59% (n = 360,000);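 active means inhibition above a per-plate cutoff, the mean of that plate's test compounds plus 3 SD, cut at about 27% in these data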;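 further: 0% = acetylcholine EC80 with DMSO and 100% = DMSO without agonist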
Target sequence (P08912 whole entry, looked up): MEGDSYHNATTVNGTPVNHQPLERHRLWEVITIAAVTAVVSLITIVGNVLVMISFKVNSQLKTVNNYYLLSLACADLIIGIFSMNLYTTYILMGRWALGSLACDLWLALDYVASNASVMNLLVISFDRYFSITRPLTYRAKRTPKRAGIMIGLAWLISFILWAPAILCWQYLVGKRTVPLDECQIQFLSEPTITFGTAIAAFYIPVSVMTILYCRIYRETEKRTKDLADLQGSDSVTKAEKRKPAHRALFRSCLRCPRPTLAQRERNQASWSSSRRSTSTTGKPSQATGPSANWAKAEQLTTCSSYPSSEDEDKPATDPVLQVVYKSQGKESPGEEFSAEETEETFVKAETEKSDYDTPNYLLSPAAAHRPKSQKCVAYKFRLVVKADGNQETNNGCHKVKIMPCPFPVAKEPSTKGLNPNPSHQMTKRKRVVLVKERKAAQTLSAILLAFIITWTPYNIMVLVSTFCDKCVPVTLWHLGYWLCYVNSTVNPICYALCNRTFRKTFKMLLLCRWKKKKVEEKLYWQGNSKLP
M5 ag = CHRM5 agonism in calcium assay. P08912. CHO-K1 hM5 cells, Fluo-8 calcium fluorescence; 0% DMSO wells, 100% maximal acetylcholine response. activation, % at 3 µM. actives 0.19% (n = 360,000);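 active means activation above the run's mean over test compounds plus 3 SD, cut at about 23% in these data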;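 further: signal is peak over basal fluorescence ratio across the kinetic read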
CHRM5 PAM = positive allosteric modulators of human muscarinic M5 receptor. P08912. CHO-K1 hM5, Fluo-8 calcium, ACh EC20 PAM; 0% = ACh EC20, 100% = ACh EC100. AID 624038. activation, % at 3 µM. actives 0.3% (n = 360,000);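 active means activation above the run cutoff, the mean activation of all test compounds plus 3 SD, cut at about 18% in these data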
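System: CHO-K1 hM5 cells. Reagent: acetylcholine, EC20 level. Compound dosing: single dose, 3 µM nominal final test concentration. Timing: Post-acetylcholine fluorescence recording 140 s. Detection: Fluo-8 calcium fluorescence. Read-out: % activation, ACh-normalized. Benchmarks: ACh EC20 and EC100 wells. Repeats: singlicate, one well per test compound.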
The depositor's hits bear a star; . = not tested or not shown.

SMILES	CRFBP-R2 agonist	M4 ag	M4 PAM	CRFBP-R2 block	CHRM1 PAM	M4 antag	M5 antag	M5 ag	CHRM5 PAM
CCOc1cc(NC(=O)c2ccccc2C(=O)O)c(OCC)cc1NC(=O)c1ccccc1F	-1.1	2	-1	7	3	-12	2	0	2
CN(C)/N=C1\C(=O)N(CN2CCN(c3ccccc3)CC2)c2ccccc21	-3.9	0	17	8	7	-19	-1	-5	-4
CCCn1nnnc1NCc1ccc(Cl)cc1Cl	-0.4	18	-14	13	-12	19	13	1	-14
Cc1ccc([C@@H]2C[C@H]3[C@@H](CN2S(=O)(=O)c2ccc(C)cc2)C(=O)C[C@@H](c2ccccc2F)N3S(=O)(=O)c2ccc(C)cc2)cc1	.	3	0	.	10	-14	-6	2	0
O=C(NC(=S)NNC(=O)c1cnccn1)c1ccc(Cl)cc1	0.0	0	2	-4	7	2	4	2	3
N[C@H](CSCc1ccccc1)C(=O)Nc1ccc([N+](=O)[O-])cc1	-1.1	3	-3	-1	14	11	11	0	2
O=c1ccn([C@@H]2O[C@H](CNS(=O)(=O)c3cc4ccccc4s3)[C@@H](O)[C@H]2O)c(=O)[nH]1	-1.5	0	10	-6	1	-12	4	1	2
OCCC1CN(Cc2cccn2-c2cccnc2)CCN1CCc1ccccc1 (stereo not drawn)	-1.9	7	-9	-27	-1	-2	11	-8	1
COc1ccc(CCC(=O)N/N=C(\C)c2ccc3c(c2)OCO3)cc1	0.0	0	-1	7	-4	-4	5	-4	-6
Cc1ccc(S(=O)(=O)N2CCCC2)cc1C(=O)NCCOc1ccccc1	0.0	0	-9	11	-5	6	17	-1	-8
CCOC(=O)N1CCN(C(=S)Nc2cc(OC)c(OC)cc2C(=O)OC)CC1	-1.8	0	-5	15	-8	7	3	4	-7
Cc1ccc(NS(=O)(=O)c2cccc(C(=O)O)c2)cc1S(=O)(=O)N1CCCCC1	1.3	1	19	1	6	-22	-10	-4	-1
Fc1ccc(/C=N/NC(=S)Nc2cccnc2)cc1F	-1.5	0	-6	5	2	6	7	4	-3
c1ccc(N2CCN(Cc3nc4ccccc4[nH]3)CC2)nc1	0.0	3	4	-1	2	2	5	-2	1
COc1cccc(CN(C)C(=O)c2ccccc2Sc2ccccc2C#N)c1	-2.7	11	-7	1	3	10	14	-3	-11
C=CCNc1nc(N)c([N+](=O)[O-])c(Nc2cccc(Cl)c2)n1	0.5	0	6	-24	4	-6	-9	2	9
CCCc1[nH]nc2c1C(c1ccc(OC)c(CSC3=NCCS3)c1)C(C#N)=C(N)O2 (stereo not drawn)	-0.6	0	-3	-60	-7	9	4	-1	5
COC(=O)c1c(O)cc(C(C)(C)C)n(-c2ccc(F)cc2)c1=O	0.1	-1	37*	-13	6	-1	2	-2	3
COc1cc(/C=N/Nc2nnc3c(n2)[nH]c2ccccc23)ccc1O	3.2	4	-6	-27	-1	12	1	0	-6
COc1ccc(CN2CCNC(=O)C2CC(=O)O)cc1OC (stereo not drawn)	-0.5	1	5	5	8	-20	-4	-2	-3
COc1ccc(NC(=O)C2CC(c3ccccc3Cl)=NO2)cc1 (stereo not drawn)	-4.6	3	2	15	-4	-11	-4	2	0
COc1ccc(-c2[nH]ncc2CN(C)Cc2c(C)n[nH]c2C)c(OC)c1	0.1	1	0	6	7	-3	1	-2	1
CC(C)(C)CC(=O)NCCCCCCNC(=O)CC(C)(C)C	-0.6	1	0	24	7	-6	1	0	-5
CCOc1ccccc1NC(=O)C1CCN(C(=O)NCc2ccccc2)CC1	-3.5	1	-2	20	10	-3	4	-4	3
O=C(CNS(=O)(=O)c1ccccc1)N/N=C\c1ccc(Cl)cc1	-0.8	2	2	-45	8	2	3	0	-2
COc1ccc(CNC(=O)[C@H](C)N2C(=O)N3CCc4c([nH]c5ccc(OC)cc45)[C@@]3(C)C2=O)cc1	0.3	4	-5	8	-4	1	9	3	-6
O=C(Cc1ccccc1)N1CCCC(c2nc(-c3cccs3)no2)C1 (stereo not drawn)	-1.4	0	0	-6	1	-8	10	-3	-7
COc1ccccc1CNC(=O)COC(=O)/C=C/c1ccc2c(c1)OCO2	-1.7	0	8	9	8	-4	11	0	1
CC(C)N(C)S(=O)(=O)c1ccc(Cl)c(C(=O)O)c1	-0.6	2	4	-4	12	4	-1	2	8
O=C(O)COCC(=O)Nc1ccc(-n2cnnn2)cc1	-1.0	2	-3	18	11	-3	-3	0	3
CN1CCCCCC1=Nc1ccc([N+](=O)[O-])cc1	-0.4	8	-6	-2	6	7	5	2	-2
CC(C)N=C(NC#N)SCc1ccc(Br)cc1	-0.5	2	6	-5	1	-7	-3	-8	-5
Cc1noc(NS(=O)(=O)c2ccc(NC(=O)c3cccc(S(=O)(=O)N(C)c4ccccc4)c3)cc2)c1C	1.1	0	-3	12	7	1	0	-1	2
CC1(C)N=C(N)N=C(N)N1CCCCc1ccccc1	-0.2	0	-9	2	-27	22	19	-12	-32
COc1ccc(Cl)cc1NC(=O)CN(C)C(=O)Cn1c(=O)oc2ccccc21	1.3	4	3	-5	8	0	4	2	-1
O=C(NNc1ccc(-c2csnn2)cc1)c1cc(Cl)cc(Cl)c1	-0.8	0	-4	-4	3	9	-3	4	0
COc1ccc(NC(C)=O)cc1NC(=O)c1cccc(S(=O)(=O)N2CCN(Cc3ccccc3)CC2)c1	-0.1	4	-1	-1	7	0	5	-2	-6
Cc1ccc2c(c1)N(CC(=O)Nc1ccc3c(c1)OCCO3)C(=O)CO2	-2.1	2	-2	22	-2	-5	5	3	-11
C=CCn1c(CCNC(=O)c2cccs2)n[nH]c1=S	1.5	1	5	4	8	5	-2	-2	1
CCC(=O)Nc1cccc(C(=O)c2ccccc2)c1	-0.6	1	1	2	8	-8	5	-2	-3
Cc1c(NC(=O)CSc2ncnc3c2cnn3-c2ccccc2)c(=O)n(-c2ccccc2)n1C	-4.2	4	0	7	0	-7	1	-4	-4
COc1ccc(OCC(=O)Nc2ccc(S(=O)(=O)N3CCN(C)CC3)cc2)cc1	-0.1	2	-1	-18	-1	-1	11	-1	-4
Cc1cccc(C2NC(=O)c3ccccc3O2)c1 (stereo not drawn)	-1.1	2	3	-12	14	-2	-2	1	5
O=C(NCc1ccccc1Cl)c1ccc(Br)o1	-2.7	0	1	12	2	-3	7	-6	7
Cc1ccc(-c2n[nH]c(=S)n2/N=C/c2sccc2C)cc1	-0.6	-2	-7	-6	4	-9	-8	-8	9
Cc1cc(=O)[nH]c(N/N=C/c2ccc(O)c(O)c2)n1	0.4	0	-6	-4	6	5	17	-2	-3
CCOC(=O)C1(C)CCCN(C(=O)c2cccs2)C1 (stereo not drawn)	.	1	1	.	4	-7	6	1	-4
C[C@@H](NC(=O)[C@@H]1Cc2ccccc2CN1C(=O)OC(C)(C)C)C(=O)NCC1CCCO1 (stereo partly drawn)	1.1	1	5	-10	10	-7	2	-1	4
OCCC1CN(Cc2ccn[nH]2)CCN1Cc1ccc(F)c(F)c1 (stereo not drawn)	-1.3	0	-3	20	9	-9	-5	-5	2
Cc1ccc(NC(NC(=O)c2cccs2)C(Cl)(Cl)Cl)cc1C (stereo not drawn)	0.5	4	-10	-11	-9	12	0	-5	-5
Cc1ccc(C2NNC(=O)C2NC(=O)c2ccccc2)cc1 (stereo not drawn)	1.2	0	3	0	-3	-15	-6	-4	-1
Cc1ccc(NC(=O)Cn2c(=O)c3cccn3c3ccccc32)c(Cl)c1	-1.2	1	3	35	13	-11	-9	-7	2
O=C(OCc1ccccc1)N1CCN(C(c2ccnc3ccccc23)c2nnnn2-c2ccc3c(c2)OCCO3)CC1 (stereo not drawn)	.	2	3	.	.	0	2	-2	-11
COCC(=O)Nc1cc(OC)cc(OC)c1	1.6	0	19	-5	-2	-1	1	1	8
COc1ccc(CN(C)C(=O)CCc2ccc(S(=O)(=O)N3CCCCCC3)cc2)c(OC)c1	0.4	12	-2	15	6	-14	9	-4	-10
COC(=O)CSc1nnc(-c2ccc(S(=O)(=O)NCc3ccccc3Cl)cc2)o1	2.0	11	-17	0	-6	12	14	0	-14
CCCN(CCC)CC(O)COc1ccc2c(c1)OCO2 (stereo not drawn)	1.1	1	7	-3	0	0	5	-2	-3
CC1(C(=O)Nc2ccc(F)c(Cl)c2)Cc2c(-c3cccc(C(N)=O)c3)ccnc2O1 (stereo not drawn)	.	11	-3	.	0	-7	2	5	-2
CCOc1ccc(Cc2nc(-c3nonc3N)no2)cc1OCC	0.3	3	5	28	14	-8	4	-2	-1
COc1ccc(NC(=O)CCc2nc(-c3ccc(C)cc3)no2)cc1Cl	2.5	7	-3	-6	-4	4	10	1	-10

Further structures:
SMILES	CRFBP-R2 agonist	M4 ag	M4 PAM	CRFBP-R2 block	CHRM1 PAM	M4 antag	M5 antag	M5 ag	CHRM5 PAM
COc1ccc(NC(=S)Nc2ccc(OC(F)F)cc2)cn1	0.6	10	0	6	-4	-15	10	-2	-5
CCOc1ccccc1C(=O)NC1CCN(CC(=O)Nc2cc(OC)ccc2OC)CC1	-1.2	4	2	27	11	-8	1	0	0
O=C(c1ccco1)N1CCN(S(=O)(=O)c2ccc(Br)cc2)CC1	-1.5	13	-9	0	-3	18	15	4	-10
NC(=O)c1ccsc1NC(=O)COC(=O)COc1ccc(C=O)cc1	0.4	18	-1	32	-2	-1	7	10	-14
COC(=O)c1ccc(CSc2nc3c(c(=O)[nH]2)CCC3)cc1	.	-1	-1	.	6	8	-5	2	-1
CCCN(CCC)C(=O)c1c(NC(=O)CC)sc2c1CCCCC2	-2.1	-1	-2	-18	7	1	1	-3	1
CC1(C)C(=O)OC(/C=C\c2cccc([N+](=O)[O-])c2)C(C)(C)C1=O (stereo not drawn)	0.5	1	3	-5	-4	5	-7	-4	5
Cn1c(NCc2ccccc2Cl)nc2ccccc21	1.3	3	-1	10	0	-9	2	-2	-3
CCc1nc2c(OCCc3cccc(OC)c3)cccn2c1N(C)C(=O)c1cccs1	.	1	2	.	14	-2	15	-2	-2
O=C(CP(=O)(c1ccccc1)c1ccccc1)Nc1nc2ccccc2s1	0.8	10	-13	-6	3	8	16	1	-6
COc1ccc(N2CCN(C3=CC(=O)N(c4cccc(Cl)c4)C3=O)CC2)cc1	-1.0	2	2	-5	16	-10	0	4	13
COc1ccccc1-n1c(SCC(=O)O)nnc1-c1ccc(S(=O)(=O)N2CCCCC2)cc1	5.6	1	6	14	5	-4	0	1	3
Cn1c(=O)c2c(-c3ccccc3)n(Cc3cccnc3)cc2n(C)c1=O	0.8	1	1	-5	8	10	6	-2	-10
COC(=O)C1C(C(=O)OC)C1(c1ccccc1)c1ccccc1 (stereo not drawn)	1.3	1	-9	2	-1	-3	2	3	-5
CC(C)(C)NC(=O)C1c2ccccc2OCC(=O)N1Cc1ccc2c(c1)OCO2 (stereo not drawn)	.	0	4	.	.	-5	-1	-2	-3

Just M4 PAM (three entries from above):
compound,M4 PAM
COc1ccc(NC(=S)Nc2ccc(OC(F)F)cc2)cn1,0
CCOc1ccccc1C(=O)NC1CCN(CC(=O)Nc2cc(OC)ccc2OC)CC1,2
O=C(c1ccco1)N1CCN(S(=O)(=O)c2ccc(Br)cc2)CC1,-9
